# IDE inh = cellular human IDE inhibition. P14735. HEK cells, FAbetaB cleavage, fluorescence polarization. inhibition, % at 5.59 µM. hit rate 0.41% among 320,000. AID 434962;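 active = percent inhibition above the average of all tested compounds plus 3 SD, set per screening campaign, cut at about 16% in these data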;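 also: IDE supplied by intact live HEK cells; FP after avidin binding of uncleaved biotin substrate so inhibition keeps polarization high; 0% = DMSO wells and 100% = 60 µM reference IDE inhibitor Ii1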
# HCV NS3 hel inh = blocks Hepatitis C virus NS3 helicase unwinding; NS3 helicase DNA unwinding, Cy5 molecular beacon fluorescence; inhibition, % at 10.9 µM; hit rate 0.56% among 290,000; AID 1800;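 active = inhibition above the mean of all tested compounds plus 3 SD, set per campaign, cut at about 35% in these data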;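 also: 0% = DMSO wells and 100% = thioflavine S control wells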
#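 Compound dosing – single dose, 10.9 µM nominal final, DMSO 0.8% final · System – NS3 helicase fragment of HCV · Buffer or medium – MOPS pH 6.5, MgCl2, DTT, Tween20, BSA · Signal – Cy5 beacon fluorescence read at start and 1 h · Also added – annealed dual-labelled DNA beacon duplex, ATP-started · Schedule – 1 h at 25 °C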
# UBC9 SUMO inh = blocks human SUMOylation mediated by UBC9. P63279. HTRF SUMOylation assay, SAE1/SAE2 + UBC9, in vitro. inhibition, % at 35 µM. hit rate 0.36% among 290,000; in the data active = inhibition above about 50%, passing the limit was not always enough; also: strong numbers were not always called active
# IMP-1 inhibitor = blocks Pseudomonas aeruginosa IMP-1 metallo-beta-lactamase; purified IMP-1, nitrocefin hydrolysis, epi-absorbance fluorescence; inhibition, % at 5.6 µM; hit rate 0.45% among 290,000; AID 1556;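 active = inhibition above the mean plus 3 SD of all compounds in the same screening run, cut at about 4.5% in these data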;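 also: 0% = IMP-1 with DMSO and 100% = DMSO wells lacking enzyme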
#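 System: purified recombinant IMP-1 beta-lactamase. Medium: Zinc- and detergent-supplemented HEPES buffer, pH 7.1. Compound: one 5.6 µM dose […]. Schedule: 15 min preincubation plus 25 min reaction at 25 °C. Technique: Epi-absorbance fluorescence, 480 nm excitation, 530 nm emission.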
# PfM18AAP inh = blocks P. falciparum M18 aspartyl aminopeptidase; recombinant PfM18AAP, H-Glu-NHMec fluorogenic cleavage; inhibition, % at 7.35 µM; hit rate 1.2% among 290,000; AID 1822;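 active = inhibition above the campaign mean inhibition over all tested compounds plus 3 SD, cut at about 28% in these data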;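 also: 0% = plate median of test compound wells and 100% = 2 mM ZnCl2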
# IDE act = IDE (human) activation, cell-based; HEK cells, FAbeta-B cleavage, fluorescence polarization; 0% vehicle, 100% cell-free pure enzyme wells; P14735; hit rate 0.073% among 340,000; activation, % at 5.96 µM;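 active = activation above the mean of all tested compounds plus 3 SD, set per screening campaign, cut at about 17% in these data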
# p-CIP stab down = lowers stability of the mouse p/CIP coactivator protein | Q05BA5 | decrease of EGFP signal, % at 10 µM | AID 1984 | F442A p/CIP-EGFP cells, EGFP fluorescence, 16 h | hit rate 0.01% among 290,000;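 active = EGFP signal decrease of at least 30% at 10 µM or well 3 SD below plate mean, unless failing retest; inactive = the rest, including hits failing retest or dose response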; also: some compounds called inactive have numbers as strong as hits; many of its hits are not listed in these tables
# Target sequence (Q05BA5 1-1403): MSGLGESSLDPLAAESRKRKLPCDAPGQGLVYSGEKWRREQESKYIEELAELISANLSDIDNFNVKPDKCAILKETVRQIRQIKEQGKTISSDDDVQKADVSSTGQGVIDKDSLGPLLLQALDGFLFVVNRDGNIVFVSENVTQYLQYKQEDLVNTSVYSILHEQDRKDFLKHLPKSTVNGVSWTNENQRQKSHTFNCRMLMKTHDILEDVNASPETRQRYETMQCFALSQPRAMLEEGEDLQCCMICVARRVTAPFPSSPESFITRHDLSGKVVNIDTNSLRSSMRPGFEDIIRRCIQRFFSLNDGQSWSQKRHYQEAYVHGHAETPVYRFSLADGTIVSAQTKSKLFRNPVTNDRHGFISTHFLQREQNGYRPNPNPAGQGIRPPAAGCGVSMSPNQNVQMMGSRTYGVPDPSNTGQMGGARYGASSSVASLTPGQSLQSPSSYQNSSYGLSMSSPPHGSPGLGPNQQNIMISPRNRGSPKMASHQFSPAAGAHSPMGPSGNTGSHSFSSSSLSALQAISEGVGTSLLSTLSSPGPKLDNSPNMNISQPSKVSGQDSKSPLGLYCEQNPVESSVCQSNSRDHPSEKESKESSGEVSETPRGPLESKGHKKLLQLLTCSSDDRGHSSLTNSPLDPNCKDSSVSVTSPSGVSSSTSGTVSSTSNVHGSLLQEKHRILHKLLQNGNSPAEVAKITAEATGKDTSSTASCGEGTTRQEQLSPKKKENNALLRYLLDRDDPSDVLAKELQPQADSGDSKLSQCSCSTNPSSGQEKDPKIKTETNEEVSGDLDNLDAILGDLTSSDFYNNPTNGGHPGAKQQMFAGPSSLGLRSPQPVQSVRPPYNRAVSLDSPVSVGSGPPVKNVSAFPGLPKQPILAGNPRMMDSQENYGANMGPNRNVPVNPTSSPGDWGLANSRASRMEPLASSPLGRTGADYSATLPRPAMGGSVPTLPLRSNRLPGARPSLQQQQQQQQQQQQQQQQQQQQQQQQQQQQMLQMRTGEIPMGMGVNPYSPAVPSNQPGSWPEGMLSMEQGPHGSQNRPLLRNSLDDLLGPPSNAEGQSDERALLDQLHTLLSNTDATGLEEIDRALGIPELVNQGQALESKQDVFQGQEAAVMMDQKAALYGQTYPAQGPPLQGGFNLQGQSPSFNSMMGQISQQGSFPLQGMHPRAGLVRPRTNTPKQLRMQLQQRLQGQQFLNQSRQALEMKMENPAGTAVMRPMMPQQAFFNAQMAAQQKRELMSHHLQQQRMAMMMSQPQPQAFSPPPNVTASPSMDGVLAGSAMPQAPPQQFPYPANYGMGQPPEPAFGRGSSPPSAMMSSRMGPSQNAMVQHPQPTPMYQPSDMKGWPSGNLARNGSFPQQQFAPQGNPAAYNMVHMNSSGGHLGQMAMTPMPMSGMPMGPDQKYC
# VIM-2 inhibitor = blocks Pseudomonas aeruginosa VIM-2 metallo-beta-lactamase; AID 1527; hit rate 0.89% among 290,000; inhibition, % at 5.6 µM; purified VIM-2, nitrocefin hydrolysis, epi-absorbance fluorescence;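 active = inhibition above the mean of all tested compounds plus 3 SD, cutoff set per screening run, cut at about 7.5% in these data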;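 also: red hydrolysis product quenches plate fluorescence so inhibitors raise well fluorescence; 0% = enzyme with DMSO and 100% = DMSO without enzyme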
# DNA FID counter = fluorescent intercalator displacement, NS3 helicase counter-screen. DNA fluorescent intercalator displacement, fluorescence. inhibition, % at 7.9 µM. hit rate 0.17% among 290,000. AID 1845; in the data active = inhibition above about 37%;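 also: 0% = vehicle and 100% = reference compound; higher means more ethidium bromide displaced from hairpin DNA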
# The depositor's hits bear a star; · = not tested or not shown. An unsorted share of the library, and some 3.6% of all compounds hit somewhere here.
# Values run as follows: IDE inh, HCV NS3 hel inh, UBC9 SUMO inh, IMP-1 inhibitor, PfM18AAP inh, IDE act, p-CIP stab down, VIM-2 inhibitor, DNA FID counter
CCc1nnc(NC(=O)CCC(=O)N2CCN(c3cccc(Cl)c3)CC2)s1
    -5, -3, 5, -3.0, -7, 0, 5, -1.4, -38
Cc1nn(C)c(C(=O)N/N=C/c2ccccn2)c1[N+](=O)[O-]
    -5, 6, -4, -2.4, -4, 2, -6, -0.7, -5
CCCCCC/C=C/c1ccc([C@H]2[C@H]3C=CC[C@@H](C)[C@@H]3C(=O)N2Cc2ccccc2)c(F)c1
    -6, ·, 11, ·, ·, -2, -3, ·, ·
CCN=c1scc(C)n1/N=C/c1ccc(O)c(O)c1O
    12, 24, 26, -2.6, 46*, -12, -8, -1.9, -14
Cc1cc(C)n(CC2CC(=O)N(c3ccc(C)c(Cl)c3)C2=O)n1 (stereo not given)
    4, -1, 5, -2.5, -11, 2, 1, -2.2, -10
Cc1nc(NCC2CCCO2)c2oc3ccccc3c2n1 (stereo not given)
    1, 7, 8, 0.0, -9, -5, 1, 0.0, -4
Cc1cccc(OCCCCCn2ccnc2)c1
    2, -3, 8, -1.9, 3, 0, 8, -4.6, 6
O=C(NCc1ccc(F)cc1)C1CCC(=O)N1CCc1ccccc1 (stereo not given)
    0, 7, 25, -2.0, -3, -2, -12, -0.5, -4
Cn1c(=O)c2c(nc(CN3CCC(C(N)=O)CC3)n2Cc2ccccc2Cl)n(C)c1=O
    2, ·, 25, ·, ·, 1, 5, ·, ·
CSc1ccccc1NC(=O)CSc1n[nH]c(N)n1
    1, -5, -6, -5.7, 2, 0, 11, -3.8, 1
Cc1ccc(S(=O)(=O)N2CCOCC2)cc1C(=O)OCC(=O)Nc1ccc2c(c1)OCO2
    -5, 6, 21, -3.4, 0, -1, -21, -0.6, -20
CCOc1ccc2nc(NC(=O)CSC3=NCCS3)sc2c1
    4, -3, -13, -3.7, 1, -1, -5, -6.4, -4
Cn1cnnc1Sc1ccc(C(=O)OCC(=O)NCC(F)(F)F)cc1[N+](=O)[O-]
    -2, -6, -1, -0.8, 3, 2, -1, -2.8, 1
CCOC(=O)C1C(=O)NC(SC)=C(C#N)C1c1ccccc1F (stereo not given)
    -7, 0, 15, -2.3, 5, 3, 4, -2.0, -3
CN1CCN(c2nc3ccccn3c(=O)c2C=O)CC1
    -4, -1, 2, -1.7, 2, 4, -1, 0.3, -1
COCCn1c(-c2ccc(Cl)cc2Cl)nc2c(c(=O)c3ccccc3n2C)c1=O
    -2, 2, -8, -0.9, -8, 6, -10, -0.4, 3
Cc1ccc(S(=O)(=O)N[C@H](C(=O)N2CCC(C(=O)N3CCC[C@H]3C(=O)O)CC2)C(C)C)cc1
    ·, 3, 15, 0.5, 3, 3, -3, -1.6, -5
COc1ccccc1NC(=O)C(C)N1CCN(C/C=C/c2ccccc2)CC1 (stereo not given)
    0, -17, 8, 2.6, 4, 6, 7, -1.8, 2
CC(C)(C)S(=O)(=O)c1ccccc1C(=O)O
    -3, 3, 1, -3.6, 1, 2, -1, -6.0, -2
Cc1ccc(C(=O)COC(=O)CN2C(=O)C3C4CC(C(Br)C4Br)C3C2=O)cc1 (stereo not given)
    2, -20, 3, -2.7, 2, 1, -7, -0.9, -24

# The list goes on; it opens with the 6 that closed the last part.
# Values run as follows: IDE inh, HCV NS3 hel inh, UBC9 SUMO inh, IMP-1 inhibitor, PfM18AAP inh, IDE act, p-CIP stab down, VIM-2 inhibitor, DNA FID counter
CN1CCN(c2nc3ccccn3c(=O)c2C=O)CC1
    -4, -1, 2, -1.7, 2, 4, -1, 0.3, -1
COCCn1c(-c2ccc(Cl)cc2Cl)nc2c(c(=O)c3ccccc3n2C)c1=O
    -2, 2, -8, -0.9, -8, 6, -10, -0.4, 3
Cc1ccc(S(=O)(=O)N[C@H](C(=O)N2CCC(C(=O)N3CCC[C@H]3C(=O)O)CC2)C(C)C)cc1
    ·, 3, 15, 0.5, 3, 3, -3, -1.6, -5
COc1ccccc1NC(=O)C(C)N1CCN(C/C=C/c2ccccc2)CC1 (stereo not given)
    0, -17, 8, 2.6, 4, 6, 7, -1.8, 2
CC(C)(C)S(=O)(=O)c1ccccc1C(=O)O
    -3, 3, 1, -3.6, 1, 2, -1, -6.0, -2
Cc1ccc(C(=O)COC(=O)CN2C(=O)C3C4CC(C(Br)C4Br)C3C2=O)cc1 (stereo not given)
    2, -20, 3, -2.7, 2, 1, -7, -0.9, -24
O=C(O)C1CCCN1C(=O)OCC1c2ccccc2-c2ccccc21 (stereo not given)
    0, 5, 9, -1.7, -4, 4, -6, -0.4, -35
CCNC(=S)NNC(=O)c1cc(-c2cccc(C)c2)nc2ccccc12
    -2, 1, -112, -1.2, 3, 10, 2, -0.8, -6
Cn1cccc1-c1cc(C(=O)N/N=C/c2cc(Br)ccc2O)[nH]n1
    4, -2, 12, -1.6, 1, -2, -6, -2.8, -16
Nc1nc(SCn2nnc3ccccc3c2=O)n[nH]1
    -2, -4, 4, -5.0, 14, 2, 0, -2.7, -5
CCN(CC(=O)Nc1ccc(N2CCOCC2)cc1)C(=O)c1ccc(C(F)(F)F)cc1
    5, -11, 4, -2.6, 3, -4, -3, -3.1, 1
CSC1=N/C(=C\c2ccc(C)cc2)C(=O)S1
    6, 3, 14, -3.0, -2, -1, -8, -3.1, -4
COc1cccc(C2c3[nH]c4ccccc4c3CCN2Cc2cccc(C)n2)c1 (stereo not given)
    -3, -16, 6, -1.7, -2, 3, -7, -3.0, -7
CCC(c1nnnn1Cc1ccco1)N1CCC(C(N)=O)CC1 (stereo not given)
    -2, -5, 16, -2.3, -1, 1, -8, -0.2, 2
NC(=O)[C@@H]1CCCN1Cc1c(C(=O)N2CCN(C3CCCCC3)CC2)nc2ccccn12
    3, 3, 8, -1.6, 5, 5, -15, -1.6, -8
COc1ccc(Cn2nnnc2C(c2ccccc2OC)N2CCC(C(N)=O)CC2)cc1 (stereo not given)
    6, 5, 2, -1.2, 1, 5, 0, -0.4, -22
COC(=O)C(CC(=O)Nc1cc(C)ccc1C)Nc1ccccc1OC (stereo not given)
    7, -1, -6, -2.3, -4, -1, -8, -1.9, -2
O=c1nc2n(c3c1oc1ccccc13)Cc1ccccc1-2
    ·, 0, 28, -2.8, -1, ·, -13, -1.7, 2
COc1ccccc1OCC(=O)NCc1nc(-c2ccccc2)no1
    1, -10, 16, -1.7, 8, 7, -16, -2.5, -13
Cc1cccc(NC(=O)CN2C(=S)NC(C)(C)CC2C)c1C (stereo not given)
    4, -5, -4, -2.3, 5, 7, 1, -3.2, -4
Cc1ccc(-n2nnnc2CNC(=O)c2ccc(Br)o2)cc1C
    9, -2, -5, -4.1, -2, 1, 5, -2.7, -17
O=C(Cc1ccc(-n2cccc2)cc1)NC1CCCCC1
    -4, 6, 24, -0.6, -2, 4, -6, 0.9, -7
Nc1ccccc1SC1CC(=O)N(c2ccc3c(c2)OCCO3)C1=O (stereo not given)
    -5, -10, 4, -3.1, -1, 2, -5, -0.7, -13
COc1cc(/C=N/NC(=S)NCC2CCCO2)cc(OC)c1OC (stereo not given)
    -3, -4, 10, -0.4, -9, 6, -2, -1.0, -28
CCOC(=O)c1sc(NC(=O)CSc2nnnn2-c2ccc(C)cc2C)nc1C
    7, 1, 20, -2.8, 9, -4, -7, -2.7, 1
Cc1cc(C)n(CC(O)COc2ccc(Cl)cc2Cl)n1 (stereo not given)
    -9, -5, 3, -3.2, 0, -1, 5, -1.6, -25

# PfM18AAP inh, what is marked active above
compound	IDE inh	HCV NS3 hel inh	UBC9 SUMO inh	IMP-1 inhibitor	PfM18AAP inh	IDE act	p-CIP stab down	VIM-2 inhibitor
CCN=c1scc(C)n1/N=C/c1ccc(O)c(O)c1O	12	24	26	-2.6	46*	-12	-8	-1.9

# Continued:
# Values run as follows: IDE inh, HCV NS3 hel inh, UBC9 SUMO inh, IMP-1 inhibitor, PfM18AAP inh, IDE act, p-CIP stab down, VIM-2 inhibitor, DNA FID counter
CC1(NC(=O)C23CC4CC(CC(C4)C2)C3)CCS(=O)(=O)C1 (stereo not given)
    2, 7, 1, -2.4, 2, -3, -1, -3.2, -1
Cc1sc2nc(NCCO)[nH]c(=O)c2c1C
    -5, -1, 11, -5.0, 4, 10, -6, -2.4, -3
Cc1ccc2[nH]c(C)c(/C=N/Nc3nc4ccccc4s3)c2c1
    1, -10, -1, -0.5, 15, 2, 1, -1.2, 17
Cc1ccc(NC(=O)NC(=O)CN2C(=O)NC3(CCc4ccccc43)C2=O)c(C)c1 (stereo not given)
    1, -14, 13, -0.9, -4, 2, -3, -3.0, -30
O=C(N/N=C/c1ccncc1)c1cc([N+](=O)[O-])cc([N+](=O)[O-])c1O
    5, 30, 24, -1.8, 11, 3, -16, 1.9, -5
Cn1c(C2=C(O)CN(c3ccc4c(c3)OCCO4)C2=N)nc2ccccc21
    -3, 0, 17, 0.6, -5, 1, 4, -0.9, -10
C/C(O)=C(/C#N)c1nc2ccccc2[nH]1
    0, 4, 1, 0.1, 2, 4, -10, -1.3, -3
Nn1c(SCc2ccc(C(=O)O)cc2)nnc1-c1ccc(Cl)cc1Cl
    ·, -1, -2, -1.9, 4, -5, 1, 0.5, -31
CCOc1cc(CNc2ccc(N3CCN(C(C)=O)CC3)cc2)cc(Br)c1OC
    -2, 20, 65, -5.6, 16, 1, -14, -3.0, -11
CC(OC(=O)CCCN1C(=O)c2ccccc2C1=O)C(=O)Nc1ncc(Cl)cc1Cl (stereo not given)
    -2, -1, -4, -1.6, 12, -1, 3, -0.1, 0
Cc1snc(SCC(=O)c2ccc(Cl)cc2)c1C#N
    -1, 2, -24, -0.9, 1, 1, -7, 0.7, 3
O=C(NN1C(=O)c2ccccc2NC12CCCCC2)c1ccccc1
    0, 2, -7, -1.8, 0, 4, 4, -2.3, -4
COc1ccc(NC(=O)CN(C)C2CCCCC2)cc1Cl
    3, 8, 5, -0.1, -11, 8, -7, 1.2, 10
CC1CCN(C(=O)CSc2nc3ccccc3s2)CC1
    5, 5, 19, -5.6, 12, 3, -12, -5.9, -20
O=C(CSC1=NCCS1)Nc1ccc2ccccc2c1
    -2, 5, -11, -2.5, 1, 3, 13, 0.3, -5
Cc1ccc(NC(=O)CCCNC(=O)c2ccc(Cl)cc2)nc1
    0, -1, 5, -2.9, 8, 2, 4, -1.5, -14
COc1cccc(NC(=O)CSc2nnc(NC(=O)C3CC3)s2)c1
    -2, -3, 5, -2.2, 1, 3, 1, -1.4, -7
c1ccc(-n2ncc(-c3nn[nH]n3)n2)cc1
    -3, 10, 31, -1.0, 8, -1, 2, 0.6, 0
Cc1nn(C)cc1C1Nc2ccccc2C(=O)N1O (stereo not given)
    -2, -7, -3, -2.5, -9, -1, -8, -2.2, -6
Cc1ccc(-n2c(Cc3cccn3C)nnc2SCC(=O)N2CCN(c3ccccc3)CC2)cc1
    6, 30, 4, -3.9, 4, -3, 2, -4.4, -49
CCS(=O)(=O)c1ccc(O)c(NC(=O)NC2CCCCC2)c1
    -2, -1, 15, -0.3, -6, -1, -13, -1.7, -3

# Assay outcomes (PubChem)
